MITF act – MITF TRPM1 promoter activation in melanoma cells | 0.75% of 300,000 active | activation, % at 12.5 µM | SK-MEL-5 TRPM1-promoter luciferase, 24 h; % of positive control, neutral wells = 0;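 active = mean activation of at least 80% with every replicate also reaching 80%; inconclusive = mean reaches 80% but some replicate falls short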;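 also: 0% = neutral control wells and 100% = parthenolide positive control wells; values of inactives mirror those of a sister screen read the other way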
CAL PDZ FP-1 – inhibitors of human CAL PDZ peptide binding; Q9HD26; purified CAL PDZ, TMR-peptide fluorescence polarization, 1 h; inhibition, % at 24.9 µM; 0.92% of 300,000 active; AID 602252;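 active = mean inhibition of at least 30% with at least half of replicates also reaching 30%; inconclusive = no clear call, values can overlap the other calls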;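 also: 0% = DMSO neutral control and 100% = excess unlabeled competitor peptide PRC23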
SR-BI DiI inh – inhibitors of mouse SR-BI mediated HDL lipid uptake; ldlA[mSR-BI] CHO cells, DiI-HDL uptake fluorescence, 3 h; inhibition, % at 12.5 µM; 0.96% of 320,000 active; AID 488896;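 active = mean replicate inhibition of at least 70% and a set share of replicates each scoring 70 or more; inconclusive = meets just one of the two criteria; inactive = fails both criteria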;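 also: 0% = median of neutral control wells and 100% = median of positive control wells; values of inactives mirror those of a sister screen read the other way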
Target sequence (Q61009 whole entry, looked up): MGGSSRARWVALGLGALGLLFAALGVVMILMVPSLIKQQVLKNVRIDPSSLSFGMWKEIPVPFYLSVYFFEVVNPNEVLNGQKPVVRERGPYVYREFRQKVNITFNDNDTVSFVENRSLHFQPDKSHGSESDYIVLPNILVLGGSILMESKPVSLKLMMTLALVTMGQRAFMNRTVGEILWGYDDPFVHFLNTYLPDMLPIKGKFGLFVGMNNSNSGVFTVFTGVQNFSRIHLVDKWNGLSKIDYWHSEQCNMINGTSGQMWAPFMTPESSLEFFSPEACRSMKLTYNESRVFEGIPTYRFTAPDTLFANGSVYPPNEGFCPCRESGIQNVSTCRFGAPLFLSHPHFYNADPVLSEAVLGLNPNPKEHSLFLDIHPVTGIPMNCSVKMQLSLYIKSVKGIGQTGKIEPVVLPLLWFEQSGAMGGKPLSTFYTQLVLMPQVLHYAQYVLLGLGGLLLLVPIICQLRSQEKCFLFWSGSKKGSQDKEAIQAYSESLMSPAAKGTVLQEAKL
SR-BI uptake up – SR-BI HDL lipid transfer activation; AID 504775; 0.096% of 320,000 active; CHO ldlA[mSR-BI] cells, DiI-HDL uptake fluorescence, 3 h; 100 = double the neutral-control signal; activation, % at 12.5 µM;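 active = mean replicate activation of at least 60% and every replicate at or above 60%; inconclusive = mean or all-replicate condition met, but not both; inactive = mean below 60% and not all replicates reaching 60%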;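 also: 0% = median plate neutral-control signal and 100% = twice that signal; values of inactives mirror those of a sister screen read the other way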
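Test system: SR-BI-overexpressing, LDLR-lacking CHO cells. Measured by: DiI fluorescence, bottom read. Medium: Ham's F12 with 0.5% BSA, HEPES 25 mM, pH 7.4. Timing: 3 h uptake period with compound, 37 °C.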
NSD2 HMT inh – blocks human histone methyltransferase NSD2. O96028. NSD2 peptide methylation, AlphaScreen, 120 min. inhibition, % at 12.5 µM. 0.54% of 310,000 active. AID 743445; in the data active = inhibition above about 50%
PfHsp90 set2 – growth inhibition of yeast expressing Plasmodium Hsp90; S. cerevisiae expressing PfHsp90, BacTiter-Glo ATP, 48 h; yeast lacking PDR1 and PDR3 efflux regulators; inhibition, % at 9.4 µM; 0.32% of 310,000 active; AID 504621;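 active = every replicate shows inhibition above about 80%, whatever the replicate mean, limit read from the data; inconclusive = mean inhibition reaches the set limit but some replicate falls short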;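 also: 0% = DMSO neutral controls and 100% = 20 µM radicicol positive controls; yeast relying on Plasmodium falciparum Hsp90 in place of its own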
CAL PDZ FP-2 – inhibitors of human CAL PDZ peptide binding | purified CAL PDZ, TMR-peptide fluorescence polarization, 1 h | inhibition, % at 20 µM | 0.02% of 330,000 active | AID 504414;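 active = highest replicate inhibition of at least 40%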;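 also: plate controls were DMSO neutral control wells for no effect and unlabeled competitor peptide control wells for full effect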
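Material: tagged CAL PDZ protein CerCALP, purified; buffer or medium: sodium phosphate/NaCl buffer pH 7.4 with TCEP, IgG, Thesit; also added: fluorescent TMR peptide probe; schedule: 1 h incubation at room temperature before polarization reading; technique: fluorescence polarization from S- and P-plane intensities, G-factor corrected; control set: unlabelled peptide and DMSO controls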
Rtt109 Vps75 – C. albicans Rtt109 histone acetyltransferase inhibition; Q5AAJ8; purified Rtt109/Vps75, ThioGlo CoA-SH fluorescence, 4 h; 0.16% of 330,000 active; inhibition, % at 34.9 µM;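 active = inhibition of at least 50% in every replicate; inconclusive = best replicate reaches 50% inhibition but some replicates fall short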
Target sequence (Q5AAJ8 whole entry, looked up): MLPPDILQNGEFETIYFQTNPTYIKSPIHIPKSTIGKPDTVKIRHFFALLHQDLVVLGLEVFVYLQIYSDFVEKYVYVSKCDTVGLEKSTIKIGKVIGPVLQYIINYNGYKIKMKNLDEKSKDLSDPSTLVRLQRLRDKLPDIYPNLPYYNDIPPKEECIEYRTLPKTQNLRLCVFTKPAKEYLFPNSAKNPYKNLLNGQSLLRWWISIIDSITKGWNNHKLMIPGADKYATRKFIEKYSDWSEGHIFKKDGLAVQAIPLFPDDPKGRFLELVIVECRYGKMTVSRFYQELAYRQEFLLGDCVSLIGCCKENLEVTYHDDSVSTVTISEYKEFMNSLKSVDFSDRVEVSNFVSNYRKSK
PvdQ acylase – P. aeruginosa PvdQ acylase inhibition; purified PvdQ acylase, fluorescence plate reader; inhibition, % at 10 µM; 0.063% of 340,000 active; AID 488965; in the data active = inhibition above about 30%, passing the limit was not always enough; inconclusive = no clear call, values can overlap the other calls;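 also: 0% = vehicle neutral wells and 100% = reference inhibitor wells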
dFosB act – mouse delta FosB homodimer activation | purified delta FosB, TAMRA-CDK5 oligo fluorescence polarization; percent of positive-control signal above neutral wells | activation, % at 25 µM | 0.99% of 340,000 active;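 active = mean activation above about 17%, with every replicate also reaching it, limit read from the data, passing the limit was not always enough; inconclusive = only one of the two conditions met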;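 also: fluorescence polarization rise as delta FosB binds a TAMRA Cdk5 AP-1 oligo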
Starred values were filed as active, the others as inactive; ? = inconclusive; / = not tested or not shown. The order is random. Share with any hit: about 4.3%.

Structure | PfHsp90 set2 | PvdQ acylase | CAL PDZ FP-2 | SR-BI uptake up | CAL PDZ FP-1 | dFosB act | MITF act | NSD2 HMT inh | Rtt109 Vps75 | SR-BI DiI inh
CC(C)CCOc1cccc(OCC(=O)Nc2ccncc2)c1 | 103* | -9 | -1.6 | -7 | -4 | -9 | -5 | -2 | 1 | 7
COc1cccc(CN(C)C(=O)CC23CC4CC(CC(C4)C2)C3)c1OC | 12 | -5 | -1.9 | / | -5 | -6 | -9 | -3 | -2 | /
CCN(C(=O)COC(=O)c1cccnc1)c1cccc2ccccc12 | 4 | 2 | 0.2 | 2 | -4 | -2 | -2 | -2 | -4 | -2
COc1cccc(NC(=O)CSc2ccc3nnc(-c4ccccn4)n3n2)c1 | -12 | -9 | -0.6 | 12 | 3 | -12 | 2 | -2 | -3 | -12
CN(C)CCN=Cc1c(O)n(Cc2ccc3c(c2)OCO3)c(=O)c2ccccc12 | 0 | 4 | -0.2 | 0 | / | 15 | 4 | 9 | 10 | 0
O=c1cc(CSc2nc3ccccc3[nH]2)c2ccccc2[nH]1 | 7 | 3 | -6.0 | 11 | -11 | -9 | 46 | / | -8 | -11
CNC(=O)c1ccsc1NC(=O)CCS(=O)(=O)c1ccccc1 | 5 | 18 | -0.5 | 13 | -6 | -5 | 1 | -4 | 2 | -13
COc1ccc(C(=O)OCC#CCSc2nnc(-c3cccc4ccccc34)o2)cc1 | / | -7 | 0.3 | -44 | 7 | -20 | 14 | / | -2 | 44
Cc1ccc(CNC(=O)Cn2ccc3cc(S(=O)(=O)N4CCCCCC4)ccc32)cc1 | 0 | 4 | 0.5 | -17 | -4 | -11 | 15 | -3 | 3 | 17
COc1cccc(CN2c3ccc(Br)cc3C(=O)CS2(=O)=O)c1 | -25 | -20 | -5.5 | -6 | -7 | -4 | -5 | / | 1 | 6
O=C1c2ccc(Oc3ccc([N+](=O)[O-])cc3)cc2C(=O)N1CCCO | -3 | -1 | -3.8 | 13 | -2 | 0 | -5 | 3 | -7 | -13
CC(C)C[C@@H](CO)N1CCN(Cc2ccc(O)cc2)CCC1=O | -2 | -12 | -0.5 | 19 | 1 | -4 | 5 | / | -5 | -19
CC1CCCCN1CCNS(=O)(=O)c1ccc2c(c1)oc(=O)n2C (stereo unspecified) | / | -9 | -7.0 | -3 | -3 | 0 | 4 | 2 | 5 | 3
COc1cccc(NC(=O)C2CCN(S(=O)(=O)c3ccc4c(c3)NC(=O)C(C)S4)CC2)c1 (stereo unspecified) | -10 | -13 | -1.3 | -12 | -1 | -7 | 4 | -3 | 5 | 12
COc1ccc([N+](=O)[O-])cc1NC(=O)c1ccc(CN(c2ccccc2)S(C)(=O)=O)cc1 | -11 | -7 | -0.8 | -51 | 3 | 1 | -11 | 0 | 5 | 51
Cc1ccc(NC(=O)c2cccs2)cc1NC(=O)c1ccccc1Cl | 0 | 11 | / | -31 | 1 | ? | 9 | -6 | 14 | 31
O=S(=O)(NCc1ccc2c(c1)OCO2)c1ccc2c(c1)oc1ccccc12 | 1 | -14 | -0.6 | 24 | / | 16 | 0 | -1 | -1 | -24
CCOC(=O)/C(=N\O)C1=NC(C)(C)Cc2ccccc21 | 4 | 0 | -1.8 | 23 | -1 | -12 | -6 | -2 | 23 | -23
O=C(CNC(=O)c1ccc(F)cc1)N/N=C/c1cc(Br)ccc1OCc1ccccc1 | -1 | -10 | -4.5 | -65 | -5 | 5 | 9 | 3 | 6 | 65
C[C@H](CO)N1C[C@H](C)[C@@H](CN(C)C(=O)Nc2ccccc2)Oc2ccc(NC(=O)CCN3CCOCC3)cc2C1=O | 4 | -21 | 0.1 | 4 | -1 | -16 | 8 | / | 0 | -4
CC1CCN(C(=O)COC(=O)CNC(=O)C23CC4CC(CC(C4)C2)C3)CC1 | 0 | -20 | 0.3 | 13 | -6 | 6 | 0 | 3 | -6 | -13
CCOc1ccc2ccccc2c1C(=O)Nc1cc(=O)n(C)c(=O)n1C | 7 | 5 | 0.3 | 22 | -5 | 0 | / | / | 2 | -22
CCOc1cc(C(=O)Nc2nnc(CC)s2)ccc1OCC(=O)N1CCOCC1 | -18 | -8 | -1.6 | / | 2 | -8 | -2 | -1 | -4 | /
O=C1OCC2=C1C(c1ccc(Cl)cc1)c1cc3c(cc1O2)OCO3 (stereo unspecified) | -16 | -15 | -0.6 | -14 | 8 | -8 | 4 | -2 | 8 | 14
O=C(NCCCN1CCOCC1)c1cccc(S(=O)(=O)Nc2ccccc2Cl)c1 | 8 | -16 | -0.9 | / | 9 | -2 | -2 | 25 | -5 | -43
Cc1ccc(C(=O)N2CCN(c3ccccc3O)CC2)cc1S(=O)(=O)N1CCCCC1 | / | -18 | -1.9 | -36 | 0 | -1 | 2 | -2 | 4 | 36
CC(OC(=O)CC1CC2CCC1C2)C(=O)Nc1ccc(N2CCOCC2)cc1 (stereo unspecified) | -7 | 7 | -0.1 | 19 | / | -5 | 6 | -4 | 7 | -19
O=C(c1ccc(F)cc1)C1CCN(C(=O)c2ccncc2)CC1 | -2 | -7 | -0.8 | 19 | 1 | -1 | -4 | -2 | 3 | -19
O=C(O)CSC(C(=O)Nc1ccc(Br)cc1)c1ccc(Cl)cc1 (stereo unspecified) | -12 | -4 | -1.2 | 14 | 135* | -1 | -2 | -3 | -4 | -14
CCc1nnc(NC(=O)c2ncc(Cl)c(Cl)c2Cl)s1 | -9 | 14 | -1.4 | -5 | -5 | -11 | -8 | 3 | 9 | 5
CCCOc1ccc(/C(O)=C2/C(=O)C(=O)N(CCCn3ccnc3)C2c2ccco2)cc1 (stereo unspecified) | -3 | 4 | 0.8 | 35 | 0 | -2 | 6 | -2 | 17 | -35
NC(=O)C1(N2CCCCC2)CCN(Cc2ccc(F)cc2)CC1 | / | -6 | -2.8 | 4 | / | -6 | -13 | -3 | 3 | -4
Cc1ccc(F)cc1NC(=O)c1c(-c2ccccc2)noc1C | -8 | -3 | -0.9 | -18 | / | 2 | 4 | / | -5 | 18
CCCC(=O)NC(C)c1nc2ccccc2n1C (stereo unspecified) | -5 | -12 | -0.1 | -1 | -7 | -4 | -3 | / | -9 | 1
OC(COc1ccc(CNCc2cccnc2)cc1)CN1CCc2ccccc2C1 (stereo unspecified) | 22 | -12 | 0.9 | 25 | 0 | 6 | -1 | -2 | / | -25
Cc1cc(C)cc(OCC(=O)N2N=C(C(F)(F)F)CC2(O)C(C)(C)C)c1 (stereo unspecified) | -4 | -2 | -0.1 | 27 | / | -10 | -4 | 2 | 14 | -27
C#CCn1c(=NC(=O)c2ccc(Cl)s2)sc2cccc(OC)c21 | -8 | -4 | 0.4 | -17 | -2 | -1 | 65 | / | -13 | 17
CCOC(=O)Cc1csc(NC(=S)NC(=O)c2ccc([N+](=O)[O-])cc2)n1 | -11 | 5 | -0.3 | 14 | 0 | -2 | -2 | -2 | 0 | -14
Cc1cc(NS(=O)(=O)c2ccc(NC(=O)C(C)Oc3cc(C)c(Cl)c(C)c3)cc2)no1 (stereo unspecified) | -15 | -8 | -0.8 | 0 | -7 | -7 | -6 | 1 | 13 | 0
CCn1c(=N)c(C(=O)NC)cc2c(=O)n3cccc(C)c3nc21 | 12 | -12 | -2.0 | 13 | -3 | 9 | -9 | 3 | -73 | -13
Cn1c(Cc2ccccc2)nnc1SCC(=O)c1cccs1 | -1 | -17 | 0.4 | 29 | 0 | 1 | 13 | 0 | -3 | -29
O=C(CCCl)N(Cc1nc2ccccc2c(=O)[nH]1)Cc1cccs1 | 18 | -14 | / | -15 | -5 | 4 | 2 | -5 | 4 | 15
Cc1cc(C)c2c(c1)/C(=c1/sc3n(c1=O)CN(c1ccccc1)CN=3)C(=O)N2 | -18 | -3 | -1.1 | -2 | -1 | -9 | -8 | -2 | -1 | 2
COc1ccc2cc(C3(C)NC(=O)N(CC(=O)Nc4c(C)n(C)n(-c5ccccc5)c4=O)C3=O)ccc2c1 (stereo unspecified) | 21 | -19 | -1.2 | -18 | 4 | -9 | -11 | 12 | 3 | 18
O=C(Cn1cncn1)N/N=C/c1ccncc1 | -3 | -3 | -0.1 | 0 | / | -3 | / | / | 18 | 0
CC1Cc2ccccc2N1C(=O)CSc1nnc(Cc2ccccc2)n1CCc1ccccc1 (stereo unspecified) | -15 | -13 | -2.1 | -30 | -3 | -16 | -11 | 3 | 24 | 30
CCn1c(/C=C/Nc2ccccc2)[n+](CC)c2ccc(Cl)cc21 | -3 | -3 | 0.7 | -6 | -5 | 5 | 5 | 7 | -5 | 6
CCC1Oc2ccccc2N(CC(=O)NCCCN2CCC(C)CC2)C1=O (stereo unspecified) | -8 | -15 | -2.0 | 26 | 0 | -12 | -4 | 7 | 2 | -26
CCc1cccc(C)c1NC(=O)CN1C(=O)NC(Cc2ccccc2)C1=O (stereo unspecified) | 12 | -16 | -0.2 | -2 | -7 | -3 | 6 | -9 | 3 | 2
CCNC(=O)C12CCC(C)(C(=O)C1Br)C2(C)C (stereo unspecified) | -20 | 8 | -0.8 | 1 | -1 | -6 | -3 | -2 | 15 | -1

(further entries)
Structure | PfHsp90 set2 | PvdQ acylase | CAL PDZ FP-2 | SR-BI uptake up | CAL PDZ FP-1 | dFosB act | MITF act | NSD2 HMT inh | Rtt109 Vps75 | SR-BI DiI inh
CCn1cc(C(=O)NCCCN2CCCCCC2)c(=O)c2cc(S(=O)(=O)N3CCc4ccccc4C3)ccc21 | -10 | -7 | -2.7 | 0 | / | -1 | -15 | 4 | 37 | 0
Fc1ccccc1CSc1nnc(-c2ccccc2)o1 | -19 | 9 | -1.2 | 28 | 0 | -9 | 103* | -5 | 11 | -28
C=C(C)[C@H]1CC=C(C)C(=O)C1 | -20 | -13 | -0.2 | -39 | -1 | 1 | -4 | / | -2 | 39
COc1ccc(C(=O)OC(C)C(=O)Nc2cc(C(F)(F)F)ccc2Cl)c(OC)c1OC (stereo unspecified) | 42 | 9 | -1.1 | 7 | -3 | -9 | -13 | -7 | 5 | -7
CC(=O)c1ccc(NC(=O)CN2CCC(C(=O)c3ccc(F)cc3)CC2)cc1 | -29 | -14 | -2.1 | -5 | -6 | -12 | 1 | 2 | 6 | 5
C/C(N)=C(/C#N)C(=O)COC(=O)CNC(=O)c1ccc(Cl)cc1Cl | 18 | -17 | / | 8 | -4 | 1 | 9 | -2 | -12 | -8
CNC(=O)c1nn(-c2ccc(Cl)cc2)ccc1=O | -7 | 3 | -0.7 | 22 | -1 | 3 | 2 | -1 | -5 | -22
